Screening results as filed in PubChem BioAssay.
Menin MLL FP TR – menin-MLL binding inhibition, Texas Red mutant peptide; 0.23% of 270,000 active; Menin + Texas Red MLL mutant peptide, fluorescence polarization; AID 1768; Potency, µM (highest dose often 61.6 µM), inactives show at the top dose FP activity change, negative = inhibition, most hits filed as inhibitors; O00255; active = well fitted inhibition curve with a large enough effect in the polarisation, with a control signal flat, not every such curve was filed as active; inconclusive = small, poorly fitted or top-dose-only effect, or effect the other way, or a change in a side signal; inactive = no such curve, though single readings can be large or run the other way; the % refers to the polarisation; also: potency is read from the fitted curve at half-maximal effect; % of control where 0% means no effect; many of its hits are not listed in these tables
Coupling enz – coupling enzyme interference in Giardia aldolase counter-screen; coupling enzyme system counterscreen, AmpLite Red fluorescence; activity change, negative = inhibition, % at 58.2 µM, hits read low; 0.67% of 290,000 active; AID 2472; in the data active = activity change below about -30%; also: % is scaled to controls: 0 for no effect and ±100 for the full control effect
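Fluorescence at 525 nm excitation and 598 nm emission measured inhibition of the coupled detection system without aldolase. Compounds (at 57.5 uM final) were preincubated 10 min at room temperature with coupling enzyme reagent before a 20 min substrate/AmpLite Red step.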
BCR signal inh – chronic active BCR signaling inhibition; 0.05% of 340,000 active; ABC-DLBCL IkBa-CBG/CBR reporter, luminescence ratio, 4 h; Potency, µM (highest dose often 46.1 µM), for the others: at the top dose ratio change, negative = lower green/red ratio, hits mostly inhibitors; active = well fitted inhibition curve with a large enough effect in the signal ratio, with a control signal flat, not every such curve was filed as active; inconclusive = small, poorly fitted or top-dose-only effect, or effect the other way, or a change in a side signal; the % refers to the signal ratio;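 also: potency is read from the fitted curve at half-maximal effect; plate controls were basal doxycycline-induced cells for no effect and cells given 10 µM MG132 for full effect; MG132 reads +100%, hits lower the ratio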
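Cell line TMD8 (human ABC DLBCL), stably expressing tet-inducible CBG68-IkBa fusion and CBR; IMDM/0.5% FBS; cpd up to 46 uM; dox induction, 4 h, 37C/5% CO2; dual luminescence; green/red ratio; MG132 control.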
B2AR arrestin – agonists driving beta-arrestin recruitment to human beta2-adrenergic receptor. P07550. beta-arrestin recruitment to beta2AR, cell-based reporter. Potency, µM (top dose mostly 46.1 µM), for inactives: at the highest dose activation, usual class: activators. 0.02% of 330,000 active;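 also: potency is read from the fitted curve at half-maximal effect; 0% = DMSO controls and full agonism = EC100 isoproterenol or metaproterenol; nearly all actives have a fitted effect of over 65% in size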
Target sequence (P07550 whole entry, looked up): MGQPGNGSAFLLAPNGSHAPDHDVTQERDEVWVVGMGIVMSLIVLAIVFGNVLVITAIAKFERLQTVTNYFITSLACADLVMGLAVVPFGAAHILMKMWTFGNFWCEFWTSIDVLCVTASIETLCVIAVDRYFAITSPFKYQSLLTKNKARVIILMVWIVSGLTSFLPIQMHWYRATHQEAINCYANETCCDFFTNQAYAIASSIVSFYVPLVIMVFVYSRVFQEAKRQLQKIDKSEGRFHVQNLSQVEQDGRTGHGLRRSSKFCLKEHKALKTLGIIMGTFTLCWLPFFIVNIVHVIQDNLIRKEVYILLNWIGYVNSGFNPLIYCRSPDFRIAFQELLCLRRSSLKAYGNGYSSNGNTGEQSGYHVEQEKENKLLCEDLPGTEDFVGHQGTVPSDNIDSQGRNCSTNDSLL
GALK inh – inhibitors of human galactokinase | P51570 | Purified GALK, Kinase-Glo residual ATP luminescence | Potency, µM (highest dose often 57.5 µM), inactives show at the top dose activity change, negative = inhibition, actives largely listed as inhibitors | 0.007% of 270,000 active; also: potency is read from the fitted curve at half-maximal effect; % is scaled to controls: 0 for no effect and ±100 for the full control effect
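Galactose (100 uM) and ATP (35 uM) were turned over by 5 nM GALK for 1 h at RT. Kinase-Glo Plus then converted the remaining ATP into a luminescent signal.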
Tb PFK block – inhibitors of T. brucei phosphofructokinase. 0.17% of 330,000 active. O15648. T. brucei PFK, ADP-Glo luminescence. Potency, µM (top dose mostly 57.5 µM), for inactives: at the highest dose activity, negative = inhibition, actives largely listed as inhibitors;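 also: potency is read from the fitted curve at half-maximal effect; 0% = uninhibited 1x PFK enzyme wells and -100% = no-enzyme wells; nearly all actives have a fitted effect of over 60% in size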
Target sequence (O15648 whole entry, looked up): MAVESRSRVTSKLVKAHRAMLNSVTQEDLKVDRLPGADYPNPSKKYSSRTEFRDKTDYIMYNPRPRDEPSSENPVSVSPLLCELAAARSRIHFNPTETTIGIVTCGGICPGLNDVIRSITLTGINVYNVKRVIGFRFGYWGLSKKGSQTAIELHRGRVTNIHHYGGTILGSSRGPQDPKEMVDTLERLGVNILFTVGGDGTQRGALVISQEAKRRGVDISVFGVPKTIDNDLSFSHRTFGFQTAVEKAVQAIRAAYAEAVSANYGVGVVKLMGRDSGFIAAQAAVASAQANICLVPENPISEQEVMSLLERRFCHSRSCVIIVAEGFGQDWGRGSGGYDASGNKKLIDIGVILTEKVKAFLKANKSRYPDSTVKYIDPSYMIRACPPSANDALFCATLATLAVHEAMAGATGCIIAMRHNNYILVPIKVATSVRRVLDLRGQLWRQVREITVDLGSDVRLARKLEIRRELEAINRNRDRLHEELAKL
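PFK 1.25 nM, F6P 0.5 mM, ATP 0.1 mM, 0.1 M TEA pH 8.0, 5 mM MgCl2, 0.01% Tween20, 0.1% BSA; 45 min RT. ADP-Glo readout. qHTS titration up to 57 uM; curves fitted, compounds curve-classed.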
Integrin act MD – activates integrin-mediated alleviation for muscular dystrophy | AID 624291 | 0.064% of 350,000 active | Potency, µM (titrated, usually from 38.3 µM), without a hit: at the top dose activation, hits mostly activators | alpha7betagal myoblasts, beta-gal FDG fluorescence, 48 h;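 also: potency is read from the fitted curve at half-maximal effect; 100% = response of the positive control SU9516; nearly all actives have a fitted effect of over 60% in size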
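alpha7betagal+/- myoblasts (passage 13, 250/well) treated 48 h at 37C with compounds at 1:260 dilution of DMSO stock. Lysed, then beta-galactosidase activity read as FDG fluorescence (ex 480/em 540) after 30 min, with pre-read for autofluorescence.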
PKM2 activator – PKM2 (human) enzyme activation; P14618; purified PKM2, Kinase-Glo ATP luminescence, activation; response scale: 0% is enzyme alone, no compound; Potency, µM (highest dose often 57.5 µM), for inactives: at the highest dose activation, most hits filed as activators; 0.34% of 260,000 active; AID 1631; also: potency is read from the fitted curve at half-maximal effect; % is scaled to controls: 0 for no effect and ±100 for the full control effect; nearly all actives have a fitted effect of over 55% in size
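Purified hPK-M2 (>95%) run at intermediate activity with 0.1 mM ADP and 0.5 mM PEP in 50 mM imidazole pH 7.2, KCl, MgCl2; 1 h room temperature. ATP formed read by Kinase-Glo luminescence; normalized to uninhibited and no-enzyme controls.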
PTAP TSG101 blk – blocks PTAP/TSG101 interaction to inhibit HIV-1 budding; Fluorescence polarization, FITC-PTAP peptide / Tsg101 binding; AID 493005; Potency, µM (series often up to 115 µM), without a hit: top-dose activity change, negative = inhibition, usual class: inhibitors; 340,000 tested, under 10 active; Q99816; active = well fitted inhibition curve with a large enough effect in the main read-out, with a control signal flat, not every such curve was filed as active; inconclusive = small, poorly fitted or top-dose-only effect, or effect the other way, or a change in a side signal; inactive = no such curve, though single readings can be large or run the other way; also: potency is read from the fitted curve at half-maximal effect; % of control where 0% means no effect
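Tsg101 binding domain (10 uM final) was mixed with compound and a FITC-labeled PTAP peptide (50 nM final) in HEPES pH 7.5 buffer with NaCl, Tween 20, EDTA and TCEP; fluorescence polarization was read after 20 min at r.t.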
Giardia kill – Giardia lamblia killing. Giardia lamblia trophozoite viability. activity change, % at 7.66 µM, hits read low. 0.15% of 340,000 active. AID 540267; in the data active = activity change below about -80%; inconclusive = between about -30% and that limit;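 also: parasites exposed to compound for two days anaerobically before the ATP read; % is scaled to controls: 0 for no effect and ±100 for the full control effect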
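ATP-content bioluminescence gauges trophozoite survival. Cells (100/well) receive compound and incubate anaerobically for 48 hrs at 37 deg C; detection reagent follows for 15-30 min at room temperature.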
S-ASM inh – inhibitors of human secretory acid sphingomyelinase. P17405. placental ASM, HMU-PC fluorogenic substrate, 60 min. Potency, µM (doses to about 57.5 µM), inactives show at the highest dose activity change, negative = inhibition, hits mostly inhibitors. 0.006% of 340,000 active. AID 504937; also: potency is read from the fitted curve at half-maximal effect
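Steps: dispense placental human ASM, pin compound, wait 10 min at room temperature, add HMU-PC0 substrate at 9 uM final, incubate 60 min at 37 °C, add stop solution raising pH to 10, read fluorescence.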
* hit, by the source's call; i = inactive; ? = inconclusive; . = not tested or not shown; & = joins results of further samples; [ ] = dose if it differs, or a comment. Unless noted, calls follow the shape of the dose curve; as a rule, active = well fitted curve in the direction sought with a large enough effect; inconclusive = small, poorly fitted or top-dose-only effect, or another doubt; inactive = no such curve, though single readings can be large; an effect the other way counts as inactive or inconclusive. This is a subset, so the mix of outcomes need not match the whole.

Values run as follows: Menin MLL FP TR	Coupling enz	BCR signal inh	B2AR arrestin	GALK inh	Tb PFK block	Integrin act MD	PKM2 activator	PTAP TSG101 blk	Giardia kill	S-ASM inh
- Cc1cccc(-n2nc3c(c2NC(=O)c2cc4ccccc4o2)CS(=O)(=O)C3)c1
 : .	.	-15%	0.6%	-4%	-2%	17%	6%	-2%	-3	-2%
- Cc1ccc(N2CC(C(=O)Nc3ccc(S(=O)(=O)NCC4CCCO4)cc3)CC2=O)cc1 (centres undefined)
 : .	.	8%	-0.5%	-5%	3%	-6%	1%	-2%	-2	0%
- CCN1CCN(CCCNC(=O)c2cc3c(s2)-c2ccccc2OC3)CC1
 : -14%	-1	3%	0.1%	2%	-2%	-58%[inhibitor]	.	0%	-6&9	i
- CCCOc1ccccc1C1CC(=O)Nc2cc3c(cc21)OCO3 (centres undefined)
 : -7%	-8	23µM*	0.4%	0%	-1%	?	0%	0%	-18	3%
- Cc1ccc2oc(-c3ccccc3)nc2c1
 : .	2	?	-0.7%	0%	6%	13%	-5%	-1%	-4	3%
- COCCNC(=O)C1CC(c2cccc(OC)c2)=NO1 (centres undefined)
 : -15%	-1	-13%	-1.1%	-3%	2%	7%	-8%	0%	12	-1%
- CCN1C(=S)N[C@@H](CCc2ccccc2)[C@H](C(=O)OC)[C@H]1C
 : -5%&-8%	-1&2	13%&0%	-1.2%&-1.0%	.	1%&-2%	-25%	2%&3%	2%	-23	2%
- CCOC(=O)c1ccc(NC(=O)COc2coc(CN3CCc4ccccc43)cc2=O)cc1
 : .	.	-3%	0.0%	.	0%	-7%	.	-1%	8	-1%
- Cc1ccccc1C(=O)N1CCC(C(=O)NCc2ccc(Cl)cc2)CC1
 : .	.	2%	-0.1%	2%	-15%	-27%	-4%	-11%	5	0%
- CCOC(=O)Cn1nc(C)c(NC(=O)COc2ccc([N+](=O)[O-])c(C)c2)c1C
 : 6%	2	0%	0.2%	0%	1%	12%	1%	-2%	26	3%
- COc1ccc(CCC(=O)NCCc2ccc(OC)c(OC)c2)cc1
 : ?	3	?	0.4%	0%	4%	0%	.	-7%	5	16%
- CCN(CC)Cc1c(C(=O)N/N=C/c2ccco2)nnn1-c1nonc1N
 : .	.	?	0.2%	-6%	1%	-18%	.	-6%	11	0%
- O=C(OCc1nc2ccc(Cl)cc2n1CCO)c1ccccc1C(=O)c1ccccc1
 : 1%	-3	6%	-0.7%	-2%	2%	1%	2%	-4%	4	-4%
- Cn1cccc1Cc1nnc(SCC(=O)Nc2ccccc2F)n1-c1ccc(F)cc1
 : -3%	0	2%	-1.0%	-3%	1%	3%	10%	-2%	-1	-8%
- CC(=O)NNc1ncnc2ccccc12
 : 6%	4	0%	-0.6%	0%	1%	?	-4%	1%	?	-3%
- O=C(Nc1ccccc1OC(F)F)c1ccc(F)cc1
 : 11%	1	9%	-1.0%	0%	-17%	28%	-3%	-9%	11	6%
- COC(=O)[C@]1(C)N[C@H](CN(C)C(=O)Nc2ccccc2)[C@@H]2C(=O)N(Cc3ccccc3)C(=O)[C@@H]21
 : .	.	3%	-1.1%	.	12%	0%	.	-1%	16	-4%
- COc1ccc(Cl)cc1NC(=S)NNC(=O)c1cccnc1
 : ?	1	-1%	-0.1%	4%	-1%	2%	-3%	0%	-2	3%
- COc1cc2c(cc1CN1CCN(C(=O)c3cc(OC)c(OC)c(OC)c3)CC1)OCO2
 : -11%	1	-1%	-0.5%	-2%	-6%	-2%	-1%	0%	-4	5%
- CN1CCN(C(=O)/C(=C/c2cccs2)NC(=O)c2cccs2)CC1
 : 4%	3	-3%	-0.3%	0%	-5%	-25%	1%	0%	14	0%

Compound profiles, from the list above. Values in the order: Menin MLL FP TR | Coupling enz | BCR signal inh | B2AR arrestin | GALK inh | Tb PFK block | Integrin act MD | PKM2 activator | PTAP TSG101 blk | Giardia kill | S-ASM inh
CCCOc1ccccc1C1CC(=O)Nc2cc3c(cc21)OCO3 (centres undefined) reads -7% | -8 | 23µM* | 0.4% | 0% | -1% | ? | 0% | 0% | -18 | 3%
CCOC(=O)Cn1nc(C)c(NC(=O)COc2ccc([N+](=O)[O-])c(C)c2)c1C reads 6% | 2 | 0% | 0.2% | 0% | 1% | 12% | 1% | -2% | 26 | 3%
Cc1cccc(-n2nc3c(c2NC(=O)c2cc4ccccc4o2)CS(=O)(=O)C3)c1 reads . | . | -15% | 0.6% | -4% | -2% | 17% | 6% | -2% | -3 | -2%
Cn1cccc1Cc1nnc(SCC(=O)Nc2ccccc2F)n1-c1ccc(F)cc1 reads -3% | 0 | 2% | -1.0% | -3% | 1% | 3% | 10% | -2% | -1 | -8%

Further records follow.
Values run as follows: Menin MLL FP TR	Coupling enz	BCR signal inh	B2AR arrestin	GALK inh	Tb PFK block	Integrin act MD	PKM2 activator	PTAP TSG101 blk	Giardia kill	S-ASM inh
- C=CCn1c(C)cc(/C([O-])=C(/C(=S)Nc2ccc(OC(F)F)cc2)[n+]2ccc(N(C)C)cc2)c1C
 : -19%	2	3%	-0.8%	3%	1%	-9%	?	-3%	16	-5%
- COc1ccc(CC(=O)N2CCC3(CC2)NCCc2[nH]cnc23)cc1
 : .	.	-1%	-1.0%	5%	-1%	-9%	.	-2%	-19	4%
- COc1ccc2c(c1)O[C@@]1(CCCC[C@@H]1C)CC2=O
 : .	.	4%	0.4%	.	3%	-7%	.	-3%	-22	10%
- Cn1cc(/C=C/C(=O)N2CCCC(C(=O)c3ccc(C(F)(F)F)cc3)C2)cn1 (centres undefined)
 : 5%	0	2%	-0.8%	2%	-4%	-23%	0%	1%	-8	0%
- Cc1ccc(COC(=O)CN2C(=O)NC3(CCCCC3C)C2=O)cc1 (centres undefined)
 : .	.	0%	-0.1%	.	-2%	-22%	.	0%	31[activator]	1%
- COC(=O)c1ccc(C(=O)OC)c(NC(=O)COC(=O)CCOc2ccc(C)cc2)c1
 : .	.	3%	0.2%	.	-2%	8%	.	-2%	51[activator]	-8%
- CC1(C)OC(=O)C(=Cc2ccc(-c3ccc(Cl)c(C(=O)O)c3)o2)C(=O)O1
 : 24%	0	-12%	-0.1%	-1%	9%	-2%	19%	11%	14	0%
- COc1ccc(NC(=O)CCCn2c(=O)c3sccc3n(Cc3ccc(C)cc3C)c2=O)cc1
 : -5%	0	-1%	0.1%	-4%	6%	-15%	-3%	-2%	11	-7%
- COc1cccc(CNC(=O)c2ccc(CS(=O)Cc3ccc(C)cc3)o2)c1 (centres undefined)
 : -26%	2	1%	0.1%	-2%	1%	1%	.	-5%	-8	-3%
- COc1ccc(OC)c(C2C3=C(N=c4s/c(=C\c5cccc(O)c5)c(=O)n42)c2ccccc2CC3)c1 (centres undefined)
 : .	-5	?	12%	0%	3%	-47%[inhibitor]	2%	2%	-7	-6%
- Cc1nc([N+](=O)[O-])cn1CC(=O)Nc1ccc([N+](=O)[O-])cc1
 : -29%	2	4%	-0.3%	-5%	1%	0%	2%[11.5 µM]	-1%	15	-2%
- CCOC(=O)c1c(NC(=O)CSc2nnc(CNc3ccc(OC)cc3)n2C)sc(C)c1C
 : -29%	-10	13%	-0.3%	-3%	2%	0%	11%	-4%	-18	-2%
- CC(=O)N/C(=N/c1nc(C)cc(C)n1)Nc1cc(C)cc(C)c1
 : -3%	2	1%	0.2%	4%	-2%	0%	.	-3%	6	1%
- COc1ccc(-c2cc(=O)[nH][nH]2)cc1OC
 : .	-20	?	3.7%	0%	0%	-2%	5%	-1%	8	-1%
- O=C(Nc1cc(C(=O)N2CCOCC2)cc(C(=O)N2CCOCC2)c1)c1cc(F)c(F)cc1Cl
 : 10%	0	-3%	0.2%	0%	-1%	-24%	2%	-9%	11	-2%
- CCCC(C)C(=O)Nc1nc(C)c(-c2csc(Nc3cc(Cl)ccc3C)n2)s1 (centres undefined)
 : ?	1	?	0.9%	-1%	0%	16%	2%	-2%	2	-3%
- O=C(NCc1ccccc1)N1CCN(c2ccc(Cl)c(Cl)c2)CC1
 : ?	0	4%	-0.1%	-1%	-24%	-23%	-1%	-3%	39[activator]	0%
- Clc1cnc(N/N=C/c2ccco2)c(Cl)c1
 : -7%	-10	?	0.0%	-3%	0%	11%	9%	-11%	-12	9%
- COc1ccc(Cc2nnc(SC(C)C(=O)Nc3ccc(C(N)=O)cc3)o2)cc1 (centres undefined)
 : .	.	?	0.0%	.	-6%	-1%	.	-3%	20	5%
